Source: PubChem BioAssay (Sanford-Burnham Center for Chemical Genomics)
Hsp70 displacement: Hsp70 inhibitors, probe displacement, primary screen, biochemical, fluorescence polarization (AID 583) | Hsp70 fluorescence polarization probe displacement, mP; higher % means a stronger effect | one-dose displacement, % at 20 µM; IC50 in µM for titrated hits | hit rate 0.06% among 140,000; in the data active means displacement above about 50%;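 further: plate controls were vehicle for no effect and reference ligand for full effect; a part of the inactive calls stands beside numbers as strong as those of hits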
MKP-3 inhibition: inhibition of rat DUSP6 enzyme activity – biochemical, in vitro, primary screen (AID 425) | recombinant MKP-3 phosphatase activity, fluorescence; higher % means a stronger effect | inhibition, % at 20 µM; hits with a dose series show IC50 in µM | hit rate 0.17% among 110,000; in the data active means inhibition above about 50%;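 further: plate controls were vehicle for no effect and reference inhibitor for full effect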
The depositor's hits bear a star; · = no result given; & = joins results of further samples.

SMILES	Hsp70 displacement	MKP-3 inhibition
CCOC(=O)c1oc2ccccc2c1CSc1nnnn1-c1ccc(OC)cc1	-1.4%	-1%
CC12CN3CC(C)(CN(C1)C3c1cn(Cc3ccccc3)c3ccccc13)C2=O (configuration not stated)	5.7%	-1%
Cc1ccc(CSc2nnc3nc(C)cc(C)n23)cc1	-0.2%	·
Cc1nc(N2CCN(C)CC2)[nH]c(=O)c1Cc1cccc2ccccc12	2.1%	-7%
O=c1c2[nH]c3cccc(Cl)c3c2ncn1Cc1ccncc1	0.6%	3%
CSc1cccc(NS(=O)(=O)c2cccs2)c1	·	4%
COC(=O)c1cc(C(=O)Nc2ccc(C(C)C)cc2)cc([N+](=O)[O-])c1	-6.0%	-1%
Cc1cc(NCCNC2=CC(=O)CCC2)nc2ccccc12	3.1%	-6%
CC(C)NS(=O)(=O)c1ccc(OCC(N)=O)c(Cl)c1	-0.1%	-7%
CCC(=O)NC(C)c1nc2ccccc2n1C (configuration not stated)	8.6%	2%
Cc1ccc(OCc2nc(C#N)c(NCc3ccc4c(c3)OCO4)o2)cc1	-4.1%	7%
O=c1[nH]c(=O)n(-c2ccc(Cl)cc2)c(O)c1/C=C1/C=CC=N1	0.9%	5%

Continued, overlapping the part above by 4 compounds.
SMILES	Hsp70 displacement	MKP-3 inhibition
CC(C)NS(=O)(=O)c1ccc(OCC(N)=O)c(Cl)c1	-0.1%	-7%
CCC(=O)NC(C)c1nc2ccccc2n1C (configuration not stated)	8.6%	2%
Cc1ccc(OCc2nc(C#N)c(NCc3ccc4c(c3)OCO4)o2)cc1	-4.1%	7%
O=c1[nH]c(=O)n(-c2ccc(Cl)cc2)c(O)c1/C=C1/C=CC=N1	0.9%	5%
COC(=O)C1=NN(C(=O)c2cccc(Br)c2)C(O)(c2ccc(Cl)cc2)C1 (configuration not stated)	-2.7%	2%
Cc1cc2oc(=O)cc(COC(=O)c3cccc(N(C)C)c3)c2cc1C	1.8%	-5%
C[C@@H](C(=O)NCc1ccccc1)N1C(=O)C2CC=CCC2C1=O (some centres not stated)	3.1%	·
CCCCC(c1nnnn1C1CCCC1)N1CCN(C(=O)c2ccco2)CC1 (configuration not stated)	-0.1%	-2%
Nc1nncn1C(=O)CCc1ccccc1	8.1%	6%
CC1(C)CC2CC(C)(CN2S(=O)(=O)c2cccc(N)c2)C1 (configuration not stated)	0.0%	·
O=C(Nc1ccncc1)Nc1ccc(F)cc1F	3.1%	-7%
CCC(C)NC(=O)c1n[nH]c(=O)c2ccccc12 (configuration not stated)	-7.5%	-9%
CC(NC(=O)c1cc2cc([N+](=O)[O-])ccc2oc1=O)c1ccccc1 (configuration not stated)	0.7%	-1%
Cc1ccc(-c2nn3nnnc3c3ccccc23)cc1C	2.1%	·
CCc1ccc(CCC(=O)Nc2ccc(S(N)(=O)=O)cc2)o1	·	-3%
Cc1ccc(-c2nnn(CC(=O)N(Cc3cccs3)C(C(=O)NC3CCCC3)c3ccco3)n2)o1 (configuration not stated)	-5.1%	-15%
O=C(Nc1ccc(Nc2ccccc2)cc1)c1cccc2ccccc12	-4.4%	3%
CC(=C/c1ccccc1)/C=N/n1cnnc1	-0.7%	·
O=C(O)C(Oc1ccc2c(-c3ccccc3)cc(=O)oc2c1)c1ccccc1 (configuration not stated)	1.8%	2%
COc1ccc(NC(=O)N2CCN(CCC#N)CC2)cc1	-0.2%	·
CC(C)(C)n1nnnc1C(c1ccc2ncccc2c1)N1CCSCC1 (configuration not stated)	·	-4%
COc1ccccc1C(=O)Nc1c(C)n(C)n(-c2ccccc2)c1=O	-4.3%	-20%
CCOC(=O)c1sc(NC(=O)C2CC2)nc1C	-1.0%	2%
CCOC(=O)C(NC(=O)CC)(N1CCc2ccccc2C1)C(F)(F)F (configuration not stated)	-8.6%	·
CCOC(=O)CCn1nnc(N)n1	-1.4%	-5%
COC(=O)c1ccc(CSc2nnc(NC(=O)c3cc4c(s3)CCCC4)s2)cc1	-9.8%	·
COC(=O)CSc1nnc2n1C(C)(C)Cc1ccccc1-2	1.0%	-2%
COc1cc(C(=O)NCc2cn3ccsc3n2)cc(OC)c1OC	2.2%	·
CCCCN(C)C(=O)C(Cc1ccccc1)NS(=O)(=O)c1ccc2c(c1)CCC(=O)N2 (configuration not stated)	-1.5%	-9%
CSCCC(C(=O)N1C[C@]2(C)C[C@H]1CC(C)(C)C2)N1C(=O)c2ccccc2C1=O (some centres not stated)	0.4%	·
Clc1ccc(Oc2nc3ccccc3n3cnnc23)cc1	-3.4%	1%
COc1cccc(NC(=O)/C=C/c2cccc([N+](=O)[O-])c2)c1	-1.7%	9%
O=C(Nc1ccc2nn(-c3ccc(F)cc3)nc2c1)c1cc(Cl)ccc1Cl	-2.1%	2%
CC(C)c1[nH]nc2c1C(c1cccs1)C(C#N)=C(N)O2 (configuration not stated)	-1.9%	·
CCOC(=O)c1c[nH]c2c(Cl)ccc(Cl)c2c1=O	-5.1%&-4.4%	-3%&2%
COCCCn1c(=S)[nH]c2ccc(N3CCOCC3)cc2c1=O	1.1%	-15%
CCN(CC)CCn1c(NCc2ccc(C)o2)nc2ccccc21	-0.9%	·
CC1CCCC(C)N1C(=O)CN1CCN(c2nc(-c3ccc(F)cc3)cs2)CC1 (configuration not stated)	8.5%	4%
Cc1ccc2sc(NC(=O)CN3C(=O)CCC3=O)nc2c1C	-1.7%	-11%
O=C(CN1C(=O)CSc2ncccc21)NCCN1CCOCC1	-3.5%	0%
CCOc1ccc(-n2c(=O)c3c(C)c(C)sc3n(CC(=O)NCc3ccco3)c2=O)cc1	7.2%	-2%
Cc1nc2cc(C(F)(F)F)ccc2n1C1CCN(CC(=O)NC(C)(C)C)CC1	3.4%	-15%
O=C(C(=O)N1CCOCC1)c1c[nH]c2ccccc12	2.1%	0%
O=C(Nc1ccc(N2CCOCC2)cc1)C1CC1	5.4%	3%
Nc1csc(C(c2ccccc2)c2ccccc2)n1	-0.9%	3%
COC(=O)c1c(NC(=O)C2CC2c2ccccc2)sc(C)c1C (configuration not stated)	4.6%	0%
O=C1C2CCCN2C(c2ccc(Br)cc2)N1c1ccc(F)cc1 (configuration not stated)	0.1%	-2%
CCCc1cc(Nc2ccccc2OCC)n2ncnc2n1	-2.1%	·
COc1ccc(NC(=O)Cc2ccc(OC)c(OC)c2)c([N+](=O)[O-])c1	0.7%	2%
Cc1oc(-c2nc3ccccc3n2C)cc1C(=O)c1ccccc1	-0.4%&-0.9%	2%&5%
CCOC(=O)c1ccccc1NC(=O)CN(c1ccccc1OCC)S(C)(=O)=O	7.2%	-4%
CC1=C(C(=O)Nc2ccccc2Cl)C(c2ccc(N(C)C)cc2)NC(=O)N1 (configuration not stated)	-7.9%	-2%

In the list so far, these contain a CF3 group.
SMILES	Hsp70 displacement	MKP-3 inhibition
CCOC(=O)C(NC(=O)CC)(N1CCc2ccccc2C1)C(F)(F)F (configuration not stated)	-8.6%	·
Cc1nc2cc(C(F)(F)F)ccc2n1C1CCN(CC(=O)NC(C)(C)C)CC1	3.4%	-15%

The listing continues.
SMILES	Hsp70 displacement	MKP-3 inhibition
O=C(CSc1nnc(-c2cccs2)o1)N1CCCCC1	-4.4%	-3%
O=C1CC(c2ccc(F)cc2)Sc2ccccc2N1 (configuration not stated)	-3.4%	·
COn1c(SCc2cccnc2)nc2ccccc2c1=O	-0.5%	1%
COc1cccc(C2=NOC(C(=O)Nc3ccc(OC)c(OC)c3)C2)c1 (configuration not stated)	1.5%	-2%
Cc1ccc(-n2[nH]c(C)c(C=Nc3ccccc3C(=O)O)c2=O)cc1C	1.2%	0%
COc1cc(/C=C2/C(C)=C(C#N)c3nc(N)c(C#N)c(C)c32)ccc1O	-3.0%	4%
N#C/C(=C\c1ccc(O)c(O)c1)C(=O)NCCCc1ccccc1	-3.0%	-6%
CN1/C(=C/C(=O)Nc2ccccc2)c2ccccc2CC12CCCCC2	4.6%	0%
CCN1CCN(C(c2cc(OC)ccc2OC)c2nnnn2Cc2ccccc2)CC1 (configuration not stated)	-2.0%	0%
CC(CCc1ccccc1)NC(=O)C1CCN(c2nnc(-n3cccc3)s2)CC1 (configuration not stated)	·	-6%
Cn1c(SCC(=O)Nc2ccccc2F)nnc1-c1cc2ccccc2o1	3.3%	·
CN(C)c1cc(=O)n2c(n1)SCCC2	4.8%	·
CC(C)OC(=O)C1C(=O)CC(C)(O)C(C(=O)OC(C)C)C1c1ccc([N+](=O)[O-])cc1 (configuration not stated)	0.6%	-1%
O=C(Nc1cnc2ccccc2c1)N1CCOCC1	1.4%	-1%
Cc1ccc(NCCC(=O)c2cccs2)cc1Cl	·	2%
Cc1ccccc1-c1nc(CS(=O)(=O)CC(=O)Nc2cc(F)ccc2F)c(C)o1	2.6%	-3%
Clc1ccccc1Cc1noc(-c2ccc(Br)cc2)n1	0.3%	-1%
CCCCN(CCCC)c1nc(OC)nc(-n2nnc(C(C)=O)c2C)n1	6.5%	·
NC(=O)NC(c1ccccc1)c1ccccc1Br (configuration not stated)	-1.5%	-1%
COc1ccc(/C(O)=C2/C(=O)C(=O)N(Cc3cccnc3)C2c2ccncc2)cc1F (configuration not stated)	-0.3%	-9%
CC1(C)CC(=O)C2=C(C1)NC1=C(C(=O)CC(C)(C)C1)C2c1ccccc1Cl	6.9%	-16%
CNC(=O)c1cc2c(ccc3ccccc32)oc1=N	12%	1%
Cc1ccc(S(=O)(=O)NC2CCCC(C(=O)O)C2)cc1 (configuration not stated)	0.6%	-8%
COc1ccccc1NC(=O)N1CCc2ccccc21	1.0%	-1%
O=C(CSc1nc(NS(=O)(=O)c2ccccc2)cc(=O)[nH]1)Nc1ccc(F)cc1	-0.3%	-6%
O=C(C1=C(O)C(=O)N(Cc2ccco2)C1c1cccnc1)c1cc2ccccc2o1 (configuration not stated)	1.5%	-10%
Fc1ccccc1C=NN1CCN(Cc2ccccc2)CC1	-0.7%	3%
O=c1[nH]cnc2sc3c(c12)CCCC3	-1.3%	-10%
CC(C)(C)c1nnc2sc(SCC(=O)c3ccc(Cl)cc3)nn2c1=O	-4.3%	·
COc1cccc(C2CC(c3ccccc3)Nc3ncnn32)c1 (configuration not stated)	-3.6%	·
CCn1c2ccccc2c2nnc(SCC(=O)Nc3ccc([N+](=O)[O-])cc3)nc21	-0.1%	7%
CCOC(=O)CC(=O)CSc1nc(-c2cccnc2)ccc1C#N	-1.2%	-8%
Cc1c(N=Cc2c(O)n(Cc3ccco3)c(=O)c3ccccc23)c(=O)n(-c2ccccc2)n1C	-4.0%&9.2%	0%
O=C(Nc1cccc(Oc2ccc(C(=O)O)c(C(=O)O)c2)c1)c1ccc(-c2ccccc2)cc1	5.5%	4%
Cc1c(NC(=O)c2cccs2)cccc1[N+](=O)[O-]	2.0%	2%
O=C1c2cccc3cccc(c23)C(=O)N1/N=C/c1ccco1	0.5%	2%
CS(=O)(=O)N(CC(=O)O)c1ccc(F)cc1	-0.7%	2%
COC(=O)C1=C(C)NC(=O)N(C(C)=O)C1c1cccc([N+](=O)[O-])c1 (configuration not stated)	-0.6%	3%
Cc1ccc(-c2nc3ccccc3[nH]2)cc1NC(=O)Cc1ccccc1	-0.2%	3%
Cc1ccc(CNC(=O)CN2C(=O)COc3ccc(C)cc32)cc1	-0.1%	-2%
COc1ccc(OC)c(S(=O)(=O)NCc2ccc3c(c2)OCO3)c1	-0.6%	-1%
O=C(CCC(=O)OCCCC(F)(F)C(F)(F)F)Nc1ccc(Cl)cc1Cl	-1.0%	·
CC1=CC(=O)C=C/C1=N\OS(=O)(=O)c1ccc(C)cc1	0.6%	31%
COC(=O)COn1c(SCC(=O)OC)nc2ccccc2c1=O	9.1%	-3%
Cc1nn(C)c(C)c1S(=O)(=O)Nc1ccc2c(c1)OCO2	2.5%	5%
CCn1c(NC(=O)c2cccc(Cn3cc(Cl)cn3)c2)nc2ccccc21	-0.2%	0%
O=C(O)/C=C/C(=O)Nc1ccc(Oc2ccc(Oc3ccc(NC(=O)/C=C/C(=O)O)cc3)cc2)cc1	12%	1%
CCOC(=O)C1C2C=CC3(CN(C4CCCC4)C(=O)C13)O2 (configuration not stated)	1.4%	-6%

Part of the list above, field by field.
Cc1ccc(-c2nc3ccccc3[nH]2)cc1NC(=O)Cc1ccccc1
- Hsp70 displacement = -0.2%
- MKP-3 inhibition = 3%
Cc1ccc(CNC(=O)CN2C(=O)COc3ccc(C)cc32)cc1
- Hsp70 displacement = -0.1%
- MKP-3 inhibition = -2%

One compound at a time (already shown):
COc1ccc(OC)c(S(=O)(=O)NCc2ccc3c(c2)OCO3)c1 is entered as Hsp70 displacement: -0.6%; MKP-3 inhibition: -1%
Cc1ccc(-c2nc3ccccc3[nH]2)cc1NC(=O)Cc1ccccc1 is entered as Hsp70 displacement: -0.2%; MKP-3 inhibition: 3%
COC(=O)COn1c(SCC(=O)OC)nc2ccccc2c1=O is entered as Hsp70 displacement: 9.1%; MKP-3 inhibition: -3%

Continuation.
SMILES	Hsp70 displacement	MKP-3 inhibition
COC(=O)C(O)(CC(=O)Nc1ccc(OC)cc1)C(F)(F)F (configuration not stated)	-3.1%	·
O=C(NCc1ccc2c(c1)OCO2)c1cc(-n2cnnc2)ccc1Cl	-1.8%	-6%
Cc1nn2c(-c3ccc(Cl)cc3)nnc2s1	1.0%	2%
COc1ccc(-n2c(SCC(=O)c3ccc(Br)cc3)nc3ccccc3c2=O)cc1	-1.7%	3%

A portion of the library; rates above refer to the full screens.
